Screens (PubChem BioAssay)
B2AR arrestin: beta2AR (human) beta-arrestin recruitment activity; P07550; beta-arrestin recruitment to beta2AR, cell-based reporter; Potency, µM (highest dose often 46.1 µM), inactives show at the top dose activation, actives largely listed as activators; 330,000 tested, 0.02% active; AID 492947;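 also: potency is read from the fitted curve at half-maximal effect; 0% = DMSO controls and full agonism = EC100 isoproterenol or metaproterenol; nearly all actives have a fitted effect of over 65% in size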
USP2a inh: inhibitors of human ubiquitin-specific protease USP2a; O75604; USP2 core, Ub-CHOP2 coupled fluorogenic reporter, 485/531; Potency, µM (doses to about 38.3 µM), inactives show top-dose activity change, negative = inhibition, hits mostly inhibitors; 330,000 tested, 0.01% active;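 also: potency is read from the fitted curve at half-maximal effect; plate controls were DMSO wells for no effect and full inhibition by NEM control for full effect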
Target sequence (O75604 whole entry, looked up): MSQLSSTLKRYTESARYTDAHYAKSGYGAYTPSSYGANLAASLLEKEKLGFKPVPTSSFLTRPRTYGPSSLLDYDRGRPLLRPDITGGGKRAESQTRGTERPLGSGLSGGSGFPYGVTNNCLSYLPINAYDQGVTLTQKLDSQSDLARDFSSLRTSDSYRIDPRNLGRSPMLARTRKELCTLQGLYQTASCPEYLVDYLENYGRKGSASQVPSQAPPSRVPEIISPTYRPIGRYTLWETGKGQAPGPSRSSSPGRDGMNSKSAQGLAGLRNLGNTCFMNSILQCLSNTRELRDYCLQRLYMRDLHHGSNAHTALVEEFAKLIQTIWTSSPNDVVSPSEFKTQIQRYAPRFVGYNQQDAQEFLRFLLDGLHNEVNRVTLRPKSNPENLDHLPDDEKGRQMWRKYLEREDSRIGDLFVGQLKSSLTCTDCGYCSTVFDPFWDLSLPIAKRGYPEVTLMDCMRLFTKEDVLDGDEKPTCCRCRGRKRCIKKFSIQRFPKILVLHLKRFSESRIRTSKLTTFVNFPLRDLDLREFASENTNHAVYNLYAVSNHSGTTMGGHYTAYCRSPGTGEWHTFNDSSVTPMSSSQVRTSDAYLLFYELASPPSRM
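Cell-free coupled assay: 10nM USP2 core preincubated 30min RT with compound in Tris-HCl pH 8.0/CaCl2/CHAPS buffer, then 25nM Ub-CHOP2 and 25nM reporter substrate; fluorescence (Ex 485/Em 531) read after 60min RT, normalized to NEM inhibition, concentration-response curves fitted.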
TSG101-PTAP inh: blocks PTAP/TSG101 interaction to inhibit HIV-1 budding; Q99816; Fluorescence polarization, FITC-PTAP peptide / Tsg101 binding; Potency, µM (highest dose often 115 µM), without a hit: top-dose activity change, negative = inhibition, most hits filed as inhibitors; 340,000 tested, under 10 active; active = well fitted inhibition curve with a large enough effect in the main read-out, with a control signal flat, not every such curve was filed as active; inconclusive = small, poorly fitted or top-dose-only effect, or effect the other way, or a change in a side signal; inactive = no such curve, though single readings can be large or run the other way; also: potency is read from the fitted curve at half-maximal effect; % of control where 0% means no effect
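Tsg101 binding domain (10 uM final) was mixed with compound and a FITC-labeled PTAP peptide (50 nM final) in HEPES pH 7.5 buffer with NaCl, Tween 20, EDTA and TCEP; fluorescence polarization was read after 20 min at r.t.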
Eya2 phos inh: Eya2 (human) phosphatase inhibition; recombinant Eya2, OMFP fluorescence dephosphorylation (OMFP is methylfluorescein phosphate); O00167; Potency, µM (series often up to 76.9 µM), inactives show at the highest dose activity, negative = inhibition, actives largely listed as inhibitors; 330,000 tested, 0.006% active; also: potency is read from the fitted curve at half-maximal effect; % is scaled to controls: 0 for no effect and ±100 for the full control effect
Target sequence (O00167 whole entry, looked up): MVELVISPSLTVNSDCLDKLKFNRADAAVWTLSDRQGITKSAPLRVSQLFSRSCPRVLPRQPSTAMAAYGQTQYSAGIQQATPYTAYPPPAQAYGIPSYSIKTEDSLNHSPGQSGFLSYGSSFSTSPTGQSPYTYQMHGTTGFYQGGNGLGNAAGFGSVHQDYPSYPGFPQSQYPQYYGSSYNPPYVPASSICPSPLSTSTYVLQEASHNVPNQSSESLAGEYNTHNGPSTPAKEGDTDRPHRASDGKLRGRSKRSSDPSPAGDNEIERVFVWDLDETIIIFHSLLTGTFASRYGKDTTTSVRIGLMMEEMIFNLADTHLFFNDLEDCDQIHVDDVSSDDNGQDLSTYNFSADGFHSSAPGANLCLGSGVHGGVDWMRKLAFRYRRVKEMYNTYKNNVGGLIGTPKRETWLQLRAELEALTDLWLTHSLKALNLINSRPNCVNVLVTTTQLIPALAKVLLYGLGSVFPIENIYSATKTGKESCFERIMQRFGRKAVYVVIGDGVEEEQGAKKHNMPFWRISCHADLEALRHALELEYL
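Eya2 (0.2 uM) preincubated 10 min at ambient with compound, then OMFP substrate added at 50 uM; 10 min reaction in 50 mM HEPES pH 7.5, 50 mM NaCl, 5 uM MgCl2, 0.05% BSA, 1 mM DTT. Fluorescence read at Ex 485/Em 525 nm.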
BRCA1 expr act: increases BRCA1 expression | MCF7-BRCA1-FFLuc reporter, luminescence, 48 h; response scale: scaled: vehicle 0%, 10 µM genistein 100% | Potency, µM (highest dose often 46.1 µM), without a hit: at the highest dose activation, usual class: activators | 380,000 tested, 1.1% active | AID 624202; also: potency is read from the fitted curve at half-maximal effect; nearly all actives have a fitted effect of over 80% in size; some results filed as inactive show a strong effect at the top dose
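First, MCF7-BRCA1-FFLuc cells (2000/well) attach for 2 h; next, compounds are pin-added and incubated 48 h at 37 °C; finally, luciferase reagent is added and luminescence read after 15 min.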
ELG1 genotox: inducers of genotoxicity in HEK293T ELG1-luciferase cells | HEK293T ELG1-luciferase reporter, luminescence, 16 h | Potency, µM (top dose mostly 46 µM), for the others: at the top dose activity change, positive = activation, hits mostly activators | 330,000 tested, 1.3% active | AID 504466; also: potency is read from the fitted curve at half-maximal effect; % of control where 0% means no effect; nearly all actives have a fitted effect of over 60% in size
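Genotoxicity was scored as increased ELG1-luciferase reporter signal, measured by ONE-Glo luminescence (30 min, room temperature). Compound or vehicle exposure of the HEK293T reporter cells lasted 16 hr at 37°C.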
p53 reactivation: mutant p53 re-activation in reporter cells; H1299 p53-A138V BP100-luciferase reporter, luminescence, 24 h; Potency, µM (titrated, usually from 92.2 µM), for inactives: at the highest dose activity change, positive = activation, usual class: activators; 320,000 tested, 0.063% active; also: potency is read from the fitted curve at half-maximal effect; % of control where 0% means no effect; nearly all actives have a fitted effect of over 45% in size
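p53-null H1299 cells stably carrying temperature-sensitive p53-A138V and a BP100-luciferase reporter were pinned with compounds (4-point, 1:5 series) and held 24 hrs at 37 deg C. Luminescence was read 10 min after detection reagent.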
ASM inhibitor: human S-ASM enzyme inhibition; P17405; placental ASM, HMU-PC fluorogenic substrate, 60 min; Potency, µM (titrated, usually from 57.5 µM), without a hit: top-dose activity change, negative = inhibition, usual class: inhibitors; 340,000 tested, 0.006% active; also: potency is read from the fitted curve at half-maximal effect
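Fluorescence read-out (Ex 386 nm, Em 447 nm) after stopping the reaction at pH 10. Enzyme: ASM from human placenta; substrate HMU-PC0, 9 uM final; 60 min, 37 °C. Compound preincubation 10 min, ambient temperature.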
Integrin act MD: activators of alpha7 integrin expression for muscular dystrophy | alpha7betagal myoblasts, beta-gal FDG fluorescence, 48 h | Potency, µM (highest dose often 38.3 µM), inactives show at the top dose activation, actives largely listed as activators | 350,000 tested, 0.064% active;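 also: potency is read from the fitted curve at half-maximal effect; 100% = response of the positive control SU9516; nearly all actives have a fitted effect of over 60% in size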
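alpha7betagal+/- myoblasts (passage 13, 250/well) treated 48 h at 37C with compounds at 1:260 dilution of DMSO stock. Lysed, then beta-galactosidase activity read as FDG fluorescence (ex 480/em 540) after 30 min, with pre-read for autofluorescence.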
TRPV1 agonist: activates the human vanilloid receptor TRPV1. activation, % at 8.33 µM. TRPV1-expressing cells, Fluo-8 calcium influx, agonist mode. AID 540275. 320,000 tested, 0.19% active. Q8NER1; in the data active = activation above about 80%; inconclusive = between about 30% and that limit; also: 0% is about no effect
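TRPV1-expressing cells were cultured overnight at 35.5C and loaded with Fluo-8 calcium dye for 40 to 90 min at room temperature. After a 10 s baseline, compound was added and calcium influx was read kinetically for 3 min (ex 480/em 520 nm).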
uPA surface inh: blocks generation of uPA at the cell surface; cell surface uPA generation assay, qHTS; Potency, µM (titrated, usually from 38.3 µM), for inactives: at the top dose activity change, negative = inhibition, hits mostly inhibitors; 330,000 tested, 0.31% active; AID 540303; active = well fitted inhibition curve with a large enough effect; inconclusive = small, poorly fitted or top-dose-only effect; inactive = no such curve, though single readings can be large or run the other way; tested in mouse RAW 264.7 cells; also: potency is read from the fitted curve at half-maximal effect; % is scaled to controls: 0 for no effect and ±100 for the full control effect; nearly all actives have a fitted effect of over 55% in size
Numbers without * were called inactive; i = inactive; ? = inconclusive; / = not tested or not shown; [ ] = another dose, or the depositor's remark. Unless noted, calls follow the shape of the dose curve; as a rule, active = well fitted curve in the direction sought with a large enough effect; inconclusive = small, poorly fitted or top-dose-only effect, or another doubt; inactive = no such curve, though single readings can be large; an effect the other way counts as inactive or inconclusive.

SMILES	B2AR arrestin	USP2a inh	TSG101-PTAP inh	Eya2 phos inh	BRCA1 expr act	ELG1 genotox	p53 reactivation	ASM inhibitor	Integrin act MD	TRPV1 agonist	uPA surface inh
COc1cc(NS(=O)(=O)c2ccc(NC(=O)/C(=C/c3ccccc3Cl)NC(=O)c3ccccc3)cc2)nc(OC)n1	-1.0%	0%	-1%	2%	-21%	0%	-2%	1%	4%	2	1%
O=C(CNC(=O)c1ccc(Br)o1)Nc1ncccc1O	0.5%	1%	-4%	10%	14%	1%	1%	11%	8%	-4	-13%
Cc1ccc(SC(=O)c2c([N+](=O)[O-])c(C)nn2C)cc1	-0.3%	-6%	-2%	-2%	-26%	-9%	0%	0%	-27%	-7	6%
CC(=O)Nc1cccc(C(=O)Nc2cccnc2)c1	0.0%	2%	-2%	4%	-25%	0%	0%	9%	?	3	5%
COc1ccccc1NC(=O)C1=C(C)Nc2ncnn2C1c1ccccc1C (stereo not given)	0.1%	-6%	-3%	-4%	3%	2%	-2%	40%	10%	3	4%
Cc1ccc(S(=O)(=O)Nc2nncs2)cc1	-0.3%	0%	-4%	-3%	-10%	1%	-7%	3%	0%	0	10%
COc1ccc(NC(=O)c2ccccc2NC(=O)C2CCCO2)cc1 (stereo not given)	0.2%	1%	-11%	-6%	?	?	2%	-2%	8%	26	-5%
Cc1ccc(C(=O)C(OC(=O)c2cnccn2)c2ccccc2)cc1 (stereo not given)	3.1%	-1%	-2%	-26%	20%	0%	6%	1%	-18%	?	-2%
COCCn1c(-c2ccccc2)cnc1SCC(=O)Nc1cccc2ccccc12	-0.4%	2%	-1%	-4%	-27%	-5%	3%	-3%	-11%	-3	5%
C=CCn1c(=O)c2ccccc2n2c(SCC(=O)NCC)nnc12	0.2%	2%	-5%	10%	2%	-3%	-2%	2%	34%	1	-11%
COc1ccccc1CNC(=O)c1cc(C)nc2ccccc12	0.0%	-1%	1%	-16%	-24%	-10%	-5%	-3%[11.5 µM]	-1%	0	1%
COc1cc(NC(=O)c2cc([N+](=O)[O-])ccc2NC(=O)CN2CCN(c3ccccn3)CC2)cc(OC)c1	-0.3%	5%	-4%	-1%	-52%	-2%	-3%	-14%	28%	9	5%
COC(=O)[C@H](CC(C)C)NC(=O)Nc1ccc(S(N)(=O)=O)cc1	-0.2%	4%	-3%	21%	7%	-2%	-1%	0%	?	2	-5%
CCOc1ccc(CCNC(=O)CN2C(=O)CCSc3ccccc32)cc1OCC	-0.1%	5%	-5%	-4%	-24%	0%	-1%	9%	-18%	-5	2%
O=C(/C=C/Nc1ccccc1)c1ccccc1	-0.4%	7%	-3%	8%	?	?	/	11%	1%	-9	-11%
CCCCC(=O)Nc1cccc(-c2nnc(-c3ccccc3)o2)c1	0.3%	-2%	-5%	0%	78%	-2%	-1%	-7%	2%[7.66 µM]	23	/
COc1ccc(NC(=S)Nc2ccc(F)cc2)cc1	0.3%	0%	-1%	-16%	1%	-1%	1%	3%	21%	-1	-15%
O=C(/C=C/c1cccc(F)c1)OCC(=O)c1ccc[nH]1	0.0%	5%	0%	5%	0%	12%	?	-3%	-50%[inhibitor]	/	8%
CC(C)(C)OC(=O)[C@H](Cc1ccccc1)NC(=O)c1nc[nH]c1C(=O)NCCCCCN	0.3%	0%	-3%	-11%	-25%	0%	-6%	-1%	30%	6	14%
COc1ccccc1C(=O)Nc1ccc(C(=O)N2CCCC2)cc1	0.2%	0%	1%	4%	19%	-1%	2%	0%	-42%	-3	/

Compound profiles (already shown). Values in the order: B2AR arrestin, USP2a inh, TSG101-PTAP inh, Eya2 phos inh, BRCA1 expr act, ELG1 genotox, p53 reactivation, ASM inhibitor, Integrin act MD, TRPV1 agonist, uPA surface inh
`COc1cc(NC(=O)c2cc([N+](=O)[O-])ccc2NC(=O)CN2CCN(c3ccccn3)CC2)cc(OC)c1` is listed with -0.3%, 5%, -4%, -1%, -52%, -2%, -3%, -14%, 28%, 9, 5%
`O=C(/C=C/Nc1ccccc1)c1ccccc1` is listed with -0.4%, 7%, -3%, 8%, ?, ?, /, 11%, 1%, -9, -11%

The list goes on:
SMILES	B2AR arrestin	USP2a inh	TSG101-PTAP inh	Eya2 phos inh	BRCA1 expr act	ELG1 genotox	p53 reactivation	ASM inhibitor	Integrin act MD	TRPV1 agonist	uPA surface inh
CC1CCCCN1CC(=O)Nc1cc(S(=O)(=O)N2CCOCC2)ccc1N1CCCC1 (stereo not given)	0.3%	3%	-3%	-2%	-3%	1%	3%	1%	-31%	9	-17%
O=c1cc(CN2CCN(Cc3ccccc3)CC2)c2ccc(O)cc2o1	-0.3%	1%	-9%	4%	-14%	-4%	-4%	i	-3%	0	2%
Cc1nn(Cc2ccccc2)c(C)c1NC(=O)CSc1n[nH]c(C)c1[N+](=O)[O-]	0.0%	8%	-6%	-7%	-20%	-3%	1%	/	7%	-4	4%
COCc1nnc(NC(=O)CSCc2ccccc2)s1	-0.4%	-2%	1%	0%	-25%	0%	3%	0%	-29%	7	5%
CC(=O)c1ccc(O)c(CO)c1	-0.9%	3%	-1%	-19%	-7%	-6%	7%	4%	15%	0	-1%
Cc1ccsc1CCNC(=O)C1CCC(=O)N(CCc2cccc(F)c2)C1 (stereo not given)	-1.2%	-5%	1%	3%	7.9µM*	?	?	2%	-57%[inhibitor]	13	-4%
Cc1cc(C)c(CSc2nnnn2-c2ccc(C(=O)O)cc2)c(C)c1	0.6%	-1%	-8%	-2%	-15%	-1%	1%	1%	12%	2	5%
CCc1ccc(OCc2n[nH]c(=S)n2C(C)CCCC(C)C)cc1 (stereo not given)	0.2%	-1%	-6%	-20%	-80%[inhibitor]	-3%	-9%	-17%	-68%[inhibitor]	22	-5%
COc1cccc(NC(=O)Cn2c3ccccc3c3nc4n(c(=O)c32)CCS4)c1	0.0%	-2%	0%	?	-17%	3%	18%	-10%	-2%	-5	3%
Cc1cc(=O)n2c(c1C#N)SC1CCCCC12O (stereo not given)	0.1%	2%	-4%	13%	15%	0%	0%	-3%	-21%	-2	-2%
CNc1ccccc1C(=O)OCC(=O)c1ccc(F)cc1	0.6%	1%	-1%	15%	73%	12%	21%	7%	0%	10	/
COc1ccc(OCC(=O)Nc2ccc(N3CCN(C(=O)c4ccccc4)CC3)c(Cl)c2)cc1	-0.2%	-4%	-2%	-10%	-65%	-20%	-8%	-5%	-26%	-3	-10%
c1cc(CNc2ccc3c(c2)OCO3)ccn1	0.1%	2%	-25%	-18%	20%	9%	14%	16%	-7%	1	2%
COc1cccc(C(=O)NNC(=O)CCC(=O)O)c1	0.1%	7%	-4%	-7%	0%	1%	2%	-1%	7%	2	5%
C#CCOCCOCCOCCNc1nc(N2CCN(C(=O)CCCCCCCCCCNC(=O)[C@H](CO)n3cc(CCCSC)nn3)CC2)nc(N2CCN(C(=O)CCCCCCCCCCNC(=O)[C@@H]([C@H](C)O)n3cc(C)nn3)CC2)n1	5.2%	1%	/	-4%	/	0%	4%	/	/	-2	/
CC(=O)Nc1nc2ccccc2n1Cc1ccc(C)cc1	-0.3%	-2%	-3%	2%	-8%	-8%	-2%	-3%	0%	4	-26%
CCCN(CCC)Cc1c(C(=O)N/N=C/C(C)=C\c2ccco2)nnn1-c1nonc1N	-0.2%	-18%	-1%	-5%	-65%	-5%	7%	-2%	-43%	5	-5%
O=C(CSc1nnc(-c2ccco2)o1)c1ccc[nH]1	3.3%	8%	-4%	-20%	29%	?	-1%	0%	14%	4	-11%
Cc1ccc(N(C(=O)C(F)(F)F)C(C(=O)NC2CCCCC2)c2cccs2)cc1 (stereo not given)	0.2%	2%	-1%	8%	-12%	7%	-4%	-4%	4%	/	-13%
CCOc1cc(N2CCOCC2)c(OCC)cc1NC(=O)COC(=O)[C@@H]1CCCN1S(=O)(=O)c1ccccc1F	-0.1%	0%	1%	0%	-13%	-3%	-10%	-2%	-49%[inhibitor]	1	-9%
Cc1cc(/C=N/Nc2nc(N)ncc2[N+](=O)[O-])c(C)n1-c1cccc(C(F)(F)F)c1	0.1%	6%	/	-22%	/	?	13%	/	/	-2	/
CCn1c(/N=C/c2c[nH]c3ccccc23)nc2ccccc21	-0.9%	2%	-10%	0%	6%	0%	-6%	-16%	-9%[7.66 µM]	12	/
CCOCC(=O)Nc1ccc([N+](=O)[O-])cc1OC	0.0%	1%	-2%	10%	5%	-2%	-2%	1%	10%	2	-4%
Cc1csc(=O)n1CCC(=O)OCC(=O)Nc1ccc(C(N)=O)cc1	-0.7%	2%	1%	10%	-1%	-1%	0%	2%	9%	-4	9%
